# S3 lipid droplet – qHTS Assay for Lipid Storage Modulators in Drosophila S3 Cells. Drosophila S3 cells, BODIPY lipid droplet fluorescence, 18-24 h; cells fed with added oleic acid. Potency in µM for hits, for the others lipid storage change, negative = inhibition, % at the top dose, mostly 46.1 µM. 0.64% of 320,000 active; active = well fitted inhibition curve with a large enough effect in the signal ratio, with a control signal flat, not every such curve was filed as active; inconclusive = small, poorly fitted or top-dose-only effect, or effect the other way, or a change in a side signal; the % refers to the signal ratio
#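 Drosophila S3 cells loaded with oleic acid (400 uM, as added) and compounds at several concentrations; lipid droplets imaged by 488-nm laser-scanning cytometry, 500–530 nm intensity and object ratio to cell channel. Percent activity normalized to 20 uM Triacsin C.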
# S3 lipid droplet cell count max – second read-out of S3 lipid droplet, no call of its own (marks repeat the call); cell number change, %; measured here: cell count max response;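 cells counted by Cell Tracker Red CMTPX staining in the red channel; peak over a dose series mostly up to 46.1 µM; percent activity relative to internal control wells on each plate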
# * = called active by the depositor; i = inactive; ? = inconclusive; . = no result given. % is scaled to controls: 0 for no effect and ±100 for the full control effect; potency is read from the fitted curve at half-maximal effect. Some of the compounds tested; the hit share may differ from the screen's.
# Sample of the layout:
SMILES,S3 lipid droplet,S3 lipid droplet cell count max
Cc1ccc2nc(N(CCN(C)C)C(=O)c3ccc4c(c3)OCCO4)sc2c1,?,.
O=C(COC(=O)c1ccc(S(=O)(=O)N2CCOCC2)cc1)NC1CCCC1,?,.

# The list itself, from the start:
SMILES,S3 lipid droplet,S3 lipid droplet cell count max
Cc1ccc2nc(N(CCN(C)C)C(=O)c3ccc4c(c3)OCCO4)sc2c1,?,.
O=C(COC(=O)c1ccc(S(=O)(=O)N2CCOCC2)cc1)NC1CCCC1,?,.
Cc1ccc(S(=O)(=O)N2CC=C(C(=O)NC3CCCC3)CC2)cc1,?,.
COc1ccc(CC(=O)N/N=C(\C)CC(=O)Nc2ccc(N(C)C)cc2)cc1OC,i,10.5
O=C(O)C1CCCN(S(=O)(=O)c2ccccc2[N+](=O)[O-])C1 (stereo unspecified),-3.8%,10.4
CCCN1CCN(C(=O)c2oc3ccccc3c2NC(=O)COc2ccc(OC)cc2)CC1,?,.
CCn1cc(C(=O)NCC2CCCO2)c(=O)c2cc(S(=O)(=O)N3CCCCCC3)ccc21 (stereo unspecified),?,.
O=S(=O)(Nc1ccccn1)c1ccc(Cl)cc1,0.0%,6.0
Cc1ccccc1CC(=O)OCC(=O)Nc1ccc(C)c(S(=O)(=O)N2CCCCC2)c1,i,-20.3
C=CCN(C(=O)Nc1ccc(Cl)cc1)C1CC(=O)N(c2ccc(OC)cc2)C1=O (stereo unspecified),i,.
Cc1cc(NS(=O)(=O)c2ccc(NC(=O)COc3ccccc3C(C)(C)C)cc2)no1,?,.
COc1cc(C(=O)Nc2cccc(-c3nncn3C)c2)cc(OC)c1OC,?,.
Cc1cccc2cc(CN(CCCO)C(=O)Nc3ccc(Cl)cc3)c(=O)[nH]c12,4.1%,-14.0
O=[N+]([O-])c1ccc(/C=[N+](\[O-])CCO)o1,?,.
CCCCC(=O)Nc1ccc(C(=O)N2CCCC(C(=O)OCC)C2)cc1 (stereo unspecified),?,.
CCC(C)C(NC(N)=O)C(=O)Nc1ccc(OCc2ccccc2)cc1 (stereo unspecified),0.0%,10.5
Cc1n[nH]c(=O)nc1NCCc1ccccc1,?,.
CC1=NOC(=O)/C1=C/c1ccc(O)c(Cl)c1,1.6%,11.5
Cc1nnc2sc(-c3cccc(NC(=O)c4cccnc4)c3)nn12,i,0.4
Cc1ccc2cc(CN(Cc3cccs3)Cc3nnnn3C(C)(C)C)c3nnnn3c2c1,?,.
COc1ccc(CCNC(=O)C2CCCN(S(=O)(=O)N3CCCCCC3)C2)cc1OC (stereo unspecified),i,-12.5
Cc1c(C(=O)N2CCN(Cc3ccc4c(c3)OCO4)CC2)sc2ncnc(N3CCN(c4ccccc4)CC3)c12,?,.
CCOc1ccc2nc(SCC(=O)NCc3ccc(OC)c(OC)c3)[nH]c2c1,-9.0%,.
CSc1nnc(CCNC(=O)OC(C)(C)C)o1,?,.
COc1cccc(-n2nc(C(C)=O)c(=O)[nH]c2=O)c1,?,.
CC(C)c1ccc(NC(=O)CN2C(=O)NC(C)(C3CC3)C2=O)cc1 (stereo unspecified),14.0%,-26.7
Nc1nnc(SCC(=O)Nc2nccs2)s1,?,.
Cn1c(SCC(=O)Nc2cccc(C(=O)O)c2)nnc1-c1cc2cc(Br)ccc2o1,0.7%,2.4
COc1ccc(N2CCN(C(=O)COc3ccc(Cl)cc3Cl)CC2)cc1,?,.
Cc1cccc(CCNS(=O)(=O)c2ccc3c(c2)n(C)c(=O)c(=O)n3C)c1,?,.
CC(OC(=O)c1cc(=O)c2ccccc2o1)C(=O)c1ccccc1 (stereo unspecified),14.6%,-21.5
CCN1CCCC1CN(Cc1cc2ccc(C)cc2[nH]c1=O)C(=S)Nc1ccc(OC)cc1 (stereo unspecified),?,.
COCCN(C(=O)c1ccc(N2C(=O)c3ccccc3C2=O)cc1)c1c(N)n(CC(C)C)c(=O)[nH]c1=O,?,.
O=C(c1cc(-c2ccc(Cl)cc2)n(-c2ccc(Cl)c(Cl)c2)n1)N1CCOCC1,i,.
COc1ccccc1N1CCN(Cc2cccc(OC)c2OC)CC1,?,.
COC(=O)CNC(=O)CSc1nnc2cc(C)c3ccccc3n12,i,.
CC(=O)N(CN1C(=O)CCC1=O)c1cccc(Cl)c1,?,.
CN(C)CCOC(=O)c1ccc2[nH]c3c(c2c1)CSCC3,?,.
COC(=O)c1cc(C(=O)Nc2nnc(CC(C)C)s2)cc([N+](=O)[O-])c1,?,.
CCOc1ccccc1Oc1nc(-c2ccccc2O)nc2ccccc12,i,16.3
C[C@]1(C(=O)NCCN2CCOCC2)C=C[C@@H](Cc2ccccc2)N1C(=O)c1ccccc1,1.0%,-13.5
COC(=O)CN1C(=O)C(O)(CC(=O)c2ccc(Cl)cc2)c2ccccc21 (stereo unspecified),?,.
CNc1nc(OCC#N)nc(N2CCCCC2)n1,-16.1%,5.2
O=C(O)c1ccc(OCc2cn3ccccc3n2)cc1,?,.
CCCC(NS(=O)(=O)c1ccc(C)cc1)C(=O)O (stereo unspecified),?,.
COc1cc(C(=O)N2CCN(C(=O)COc3ccc4ccccc4c3)CC2)cc(OC)c1OC,24.2%,0.5
O=C(Nc1c(C(=O)N2CCCCC2)cnn1-c1ccccc1)c1ccccc1,7.0%,10.0
O=C(COC(=O)c1ccccc1)NC(=O)NC1CCCC1,?,.
COc1cccc(/C=C/c2[nH]c(=O)[nH]c(=O)c2[N+](=O)[O-])c1O,i,-13.5
CC1CC(=O)N(CC(=O)Nc2ccc3c(c2)OCO3)c2ccccc2S1 (stereo unspecified),?,.
# Next part.
SMILES,S3 lipid droplet,S3 lipid droplet cell count max
CN(CC(=O)Nc1ccc(Cl)cc1)C(=O)CCC1CCCC1,-21.6%,-9.1
O=C(O)CCc1nc2cc(Cl)ccc2n(Cc2ccccc2)c1=O,?,.
COc1ccccc1NC(=O)C1CCCN(C(=O)NCc2ccccc2)C1 (stereo unspecified),?,.
CC1(C)CC(=O)C(C=NCc2ccccn2)=C(O)C1,13.2%,-1.1
CCOC(=O)c1cccc(NC(=O)CNC(=O)C2CCCCC2)c1,i,12.1
CCCN1Cc2cccc(C(=O)NCCc3cccc(C)c3)c2C1=O,4.8%,4.3
O=C1OCc2cc(NC(=O)C3CCCO3)ccc21 (stereo unspecified),-4.0%,0.3
CC(C)(C)C1=Nn2c(nnc2-c2n[nH]c3c2CCC3)SC1,?,.
CC(C)OP(=O)(OC(C)C)C(O)c1ccc2c(c1)OCO2 (stereo unspecified),?,.
O=C(Nc1ccccc1)N(O)c1ccc(Cl)cc1,i,.
Cc1nn(C(C)C(=O)NC(C)CCc2ccccc2)c(=O)c2cc3occc3n12 (stereo unspecified),?,.
Cc1c(C(=O)N2CCOCC2)oc2ccc(Br)cc12,i,-10.2
CC(C)(C)NC(=O)N1CCN(c2nc(-c3ccccc3)ns2)CC1,?,.
CCOc1ccc(C(=O)N2CCCC2)cc1,0.8%,3.6
CCOc1ccc(NC(=O)CCC(=O)c2ccc(-c3ccccc3)cc2)cc1,?,.
CC(C)c1ccc(/C=C/C(=O)NC2=NCCS2)cc1,?,.
CCn1c(SCc2ccccc2)nc2cc(S(N)(=O)=O)ccc21,i,6.3
COc1ccc(-n2c(C)cc(C(=O)COC(=O)Cn3cnc4ccccc43)c2C)cc1,?,.
Cc1cc([N+](=O)[O-])c2[nH]c(C(=O)N/N=C/c3ccccc3C(=O)O)c(-c3ccccc3)c2c1,i,.
COc1ccccc1NC(=O)COc1ccc(Br)cc1CNCCCN1CCOCC1,7.9%,-3.0

# Molecules listed so far that contain two or more sulfur atoms:
SMILES,S3 lipid droplet,S3 lipid droplet cell count max
Nc1nnc(SCC(=O)Nc2nccs2)s1,?,.
CCn1c(SCc2ccccc2)nc2cc(S(N)(=O)=O)ccc21,i,6.3

# (more compounds)
SMILES,S3 lipid droplet,S3 lipid droplet cell count max
CCCCNC(=O)NS(=O)(=O)c1ccc(NC(=O)C(NC(N)=O)C(C)CC)cc1 (stereo unspecified),?,.
C=CCNC(=O)C1CC(=O)N(c2ccc(C)cc2)C1 (stereo unspecified),-3.1%,8.3
CCCn1c(C(C)Nc2nc(-c3ccc(Cl)c([N+](=O)[O-])c3)cs2)nc2cc(Cl)c(N3CCCCC3)cc21 (stereo unspecified),?,.
CCCn1c(-c2cc(OC)c(OC)c(OC)c2)nc2nc3ccccc3nc21,?,.
COc1ccccc1N=C(C)C1=C(O)CC(c2ccccc2)CC1=O (stereo unspecified),?,.
COC(=O)c1c(NC(=O)CN2CCC3(O)CCCCC3C2c2ccccc2OC)sc(C)c1C (stereo unspecified),?,.
COc1ccc(COC(=O)NNC(=O)c2ccc(OC)cc2)cc1,-4.0%,-14.0
CCOC(=O)CCc1c(C)c(C#N)c2[nH]c3ccccc3n2c1=O,?,.
CN1CCN(S(=O)(=O)c2ccc(Cl)c3ccccc23)CC1,?,.
O=C(O)CCCn1cc(NC(=O)c2ccc(Br)o2)cn1,?,.
Nc1cc(=O)nc(SCC(=O)Nc2ccccc2)n1-c1ccccc1,?,.
Cc1ccccc1C(=O)NNC1CC(=O)N(c2ccc3c(c2)OCCO3)C1=O (stereo unspecified),?,.
Cc1cccc(-c2nnc3n2N=C(c2ccccc2Br)CS3)c1,?,.
CCCC(=O)Nc1nc2ccc(S(=O)(=O)N3CCCCC3)cc2s1,-11.2%,3.1
O=C(COc1ccccc1Cl)Nc1cc(Cl)ccc1O,-10.4%,33.1
CC(=O)N1CCOc2cc(S(=O)(=O)NC(C)c3ccccc3)c(Cl)cc21 (stereo unspecified),i,.
CC1CCN(C(=O)CSC2=NS(=O)(=O)c3cc(F)ccc3N2)CC1,?,.
Cc1cc(NC(=O)/C(C#N)=C/c2ccc(-c3cccc(C(F)(F)F)c3)o2)n(-c2ccccc2)n1,-17.2%,-5.6
O=C1/C(=C/c2ccc(O)c(O)c2)Oc2cc(O)ccc21,?,.
CC(C)NC(=O)Cn1cc(S(=O)(=O)N2CCCC2)c(S(=O)(=O)N2CCCC2)c1,i,14.5

# Six records picked at random from the list so far, as already listed:
SMILES,S3 lipid droplet,S3 lipid droplet cell count max
COc1cccc(-n2nc(C(C)=O)c(=O)[nH]c2=O)c1,?,.
Cc1ccc2nc(N(CCN(C)C)C(=O)c3ccc4c(c3)OCCO4)sc2c1,?,.
CC1=NOC(=O)/C1=C/c1ccc(O)c(Cl)c1,1.6%,11.5
O=C(O)CCCn1cc(NC(=O)c2ccc(Br)o2)cn1,?,.
O=C(O)c1ccc(OCc2cn3ccccc3n2)cc1,?,.
COc1ccc(-n2c(C)cc(C(=O)COC(=O)Cn3cnc4ccccc43)c2C)cc1,?,.

# Additional compounds
SMILES,S3 lipid droplet,S3 lipid droplet cell count max
CC(C)n1nnnc1SCC(=O)N1CCN(C(=O)c2ccco2)CC1,?,.
CCOC(=O)c1ccc(S(=O)(=O)Nc2ccccc2-c2nnn(CC)n2)cc1,?,.
CN(Cc1cccc(F)c1)C(=O)CSc1nnc(C2CC2)n1C1CC1,?,.
CCCCCNC(=O)CCn1c(=O)oc2ccccc21,8.2%,-0.6
CN(C(=O)c1cnccn1)c1c(N)n(Cc2ccccc2)c(=O)[nH]c1=O,-5.3%,-11.8
CCCS(=O)(=O)N1CCC(C(=O)NCc2ccco2)CC1,?,.
Cc1cc(NC(=O)c2ccc(Cl)cc2)c(C)cc1O,-23.3%,5.5
Cc1ccccc1-c1nc(CN2CCSCC2)c(C)o1,26.2%,0.7
CCCCC(=O)Nc1c2c(nn1-c1ccc(C)cc1)CS(=O)(=O)C2,?,.
COc1ccc(CN2CCNC(=O)C2CC(=O)NCCC2=CCCCC2)cc1OC (stereo unspecified),0.1%,16.9
O=C(Nc1nnc(Cc2ccccc2)s1)c1cccnc1,?,.
CC(C)(C)Sc1nc(O)cc(=O)[nH]1,?,.
CC1CCN(S(=O)(=O)c2ccc(NC(=O)c3ccco3)cc2)CC1,16.4µM*,-3.2*
O=C(COc1ccc(-c2nnc(N3CCCCC3)c3ccccc23)cc1)N1CCCCC1,-1.8%,-14.8
CCOC(=O)c1c(C)[nH]c(C(=O)C(C)OC(=O)c2ccc(NC(=O)CC#N)cc2)c1C (stereo unspecified),22.1%,-12.5
CCOC(=O)CCNC(=O)c1ccc2nc(C3CCCCC3)oc2c1,16.3%,2.1
COc1cc(/C=N/NC(=O)CC(=O)NC2CCCCC2)ccc1O,22.1%,38.5
O=C(O)CCCC(=O)NNC(=O)c1cccc(Br)c1,?,.
COc1ccccc1OCc1ccc(C(=O)NCC(C)C)o1,?,.
O=C(c1cc2c(s1)CCCC2)N1CCN(Cc2ccc3c(c2)OCO3)CC1,?,.
O=C(OCCc1cc2ccccc2c(=O)o1)c1cccc(Br)c1,0.13µM*,-23.3*
CCCNC(=O)Nc1cccc(NC(C)=O)c1,-8.9%,-9.9
Cc1ccc(S(=O)(=O)N2CCN(C(=O)CCn3cncn3)CC2)cc1,i,.
COc1cccc(NC(=O)COC(=O)c2cc(S(=O)(=O)N3CCOCC3)ccc2C)c1,?,.
O=C(COC(=O)CN1C(=O)c2ccccc2C1=O)NC1CCCC1,?,.
NC(N)=NS(=O)(=O)c1ccc(N)cc1,?,.
COC(=O)CCN(C(=O)c1cc([N+](=O)[O-])cc([N+](=O)[O-])c1)c1ccccn1,?,.
CCC1CCCCN1C(=O)COc1ccccc1NC(C)=O (stereo unspecified),15.5%,.
COc1ccccc1NS(=O)(=O)c1ccc(NC(=O)c2[nH]nc(OC)c2[N+](=O)[O-])cc1,?,.
CC(=O)Nc1ccc(/C=C/c2ccc3c([N+](=O)[O-])cccc3n2)cc1,?,.
CN(C)S(=O)(=O)c1ccc(NC(=O)CSc2nnnn2C)cc1,-8.8%,-13.9

# Compound activity (PubChem)
